Compound activity deposited in PubChem by several laboratories.
GalR3 antag = human GalR3 antagonism | O60755 | AID 651719 | inhibition, % at 3 µM | 360,000 compounds, 0.44% hits | HEK293 GalR3-CNG cAMP membrane potential fluorescence; galR3 body fused to GalR1 C-terminus;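 active = inhibition above the screen-wide average plus 3 SD, cut at about 13% in these data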;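 also: forskolin and galanin both at EC90 stimulate the cells; cAMP rise reported by CNG channel membrane potential dye signal; 0% = forskolin plus galanin with DMSO and 100% = forskolin alone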
Target sequence (O60755 1-299 limits assumed): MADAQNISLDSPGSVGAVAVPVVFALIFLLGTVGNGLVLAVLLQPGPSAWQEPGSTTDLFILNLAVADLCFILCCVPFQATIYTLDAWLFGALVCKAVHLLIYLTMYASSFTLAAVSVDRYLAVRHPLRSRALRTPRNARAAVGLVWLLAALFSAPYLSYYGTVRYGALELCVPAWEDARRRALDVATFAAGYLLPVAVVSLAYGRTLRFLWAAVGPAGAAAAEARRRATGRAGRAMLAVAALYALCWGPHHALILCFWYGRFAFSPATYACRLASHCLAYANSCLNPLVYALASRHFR
GPR7 antag = human neuropeptides B/W receptor 1 antagonism; P48145; GPR7-expressing cells, fluorescence antagonist assay; inhibition, % at 4.4 µM; 290,000 compounds, 1.1% hits; in the data active = inhibition above about 16%, passing the limit was not always enough;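 also: cells stimulated with the agonist NPW; 0% = agonist with vehicle and 100% = vehicle without agonist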
Target sequence (P48145 whole entry, looked up): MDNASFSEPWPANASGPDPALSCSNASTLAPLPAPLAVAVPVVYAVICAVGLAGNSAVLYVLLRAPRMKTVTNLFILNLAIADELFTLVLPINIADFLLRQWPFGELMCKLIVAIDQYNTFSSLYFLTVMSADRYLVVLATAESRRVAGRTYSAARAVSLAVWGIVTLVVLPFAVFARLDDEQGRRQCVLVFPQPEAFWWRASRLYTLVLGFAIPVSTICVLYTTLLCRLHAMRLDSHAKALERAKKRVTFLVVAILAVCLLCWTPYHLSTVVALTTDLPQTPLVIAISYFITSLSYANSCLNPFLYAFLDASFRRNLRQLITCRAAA
OXTR potentiator = potentiates the human oxytocin receptor response | P30559 | activation, % at 3 µM | CHO-OTR cells, Fluo-8 calcium fluorescence, potentiator mode; 0% = oxytocin EC15, 100% = EC100 | 320,000 compounds, 0.061% hits;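 active = activation above that plate's cutoff, the mean activation of tested compounds plus 3 SD, cut at about 6.6% in these data, passing the limit was not always enough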;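 also: 100% uses oxytocin at 75 nM as the full agonist control; some results filed as inactive read as strong as hits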
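System: human OTR in CHO cells / Also added: sub-maximal oxytocin, roughly EC15 / Control set: EC15 oxytocin low, 75 nM oxytocin high / Schedule: 6 min compound pre-incubation at room temperature, 100 s kinetic read / Compound: single-point 3.0 µM / Replication: singlicate / Technique: Fluo-8 calcium dye fluorescence / Read-out basis: % activation of max/min ratio relative to oxytocin controls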
PfM18AAP inh = PfM18AAP enzyme inhibition | recombinant PfM18AAP, H-Glu-NHMec fluorogenic cleavage | 290,000 compounds, 1.2% hits | AID 1822 | inhibition, % at 7.35 µM;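 active = inhibition above the campaign mean inhibition over all tested compounds plus 3 SD, cut at about 28% in these data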;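 also: 0% = plate median of test compound wells and 100% = 2 mM ZnCl2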
OXTR agonist = activates the human oxytocin receptor; CHO-OTR cells, Fluo-8 calcium fluorescence; normalized: DMSO 0%, oxytocin 100%; 320,000 compounds, 0.32% hits; activation, % at 3 µM; P30559; AID 2435;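 active = activation above the mean of all tested compounds plus 3 SD, cutoff set per screening run, cut at about 20% in these data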;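 also: peak over basal fluorescence ratio from a 100 s FLIPR kinetic read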
V1R ag counter = counter-screen for oxytocin receptor agonists: human V1a receptor agonists | P37288 | CHO-V1R cells, Fluo-8 calcium fluorescence, agonist mode; 0% DMSO, 100% 3 nM vasopressin | 320,000 compounds, 0.25% hits | activation, % at 3 µM;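 active = activation above the mean activation of all tested compounds plus 3 SD, per screening run, cut at about 20% in these data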;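 also: signal is peak over basal fluorescence ratio across a 100 second FLIPR read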
NALP1 inh = blocks the NALP1 inflammasome reconstituted in yeast | S. cerevisiae NALP1/ASC/caspase-1 growth, X-gal OD620, 72 h | inhibition, % at 10 µM | 280,000 compounds, 0.61% hits; in the data active = inhibition mostly above about 24%, no sharp cut-off; inactive = mostly below about 32%; also: some compounds called inactive have numbers as strong as hits
MEKK2wt PB1 HTS = raises or lowers MEK5 binding to wildtype human MEKK2 PB1 domain; Q9Y2U5; bead flow cytometry, Alexa488-MEK5 binding to MEKK2 WT; actives lie on both sides; binding response (% of control), % at 10 µM; 290,000 compounds, 1.1% hits; AID 1531; in the data active = binding response below about 67% or above about 130%
MEKK2mut PB1 HTS = signal of MEK5 binding to mutant human MEKK2 PB1 domain; percent response, % at 10 µM; bead flow cytometry, Alexa488-MEK5 binding to MEKK2 mutant; 290,000 compounds, 0.35% hits; in the data active = percent response above about 24%, passing the limit was not always enough; also: inactives centre near 1; some results filed as inactive read as strong as hits
An asterisk follows results filed as active; x = no result given. Outcome played no part in choosing rows; any-hit rate near 4.1%.

SMILES	GalR3 antag	GPR7 antag	OXTR potentiator	PfM18AAP inh	OXTR agonist	V1R ag counter	NALP1 inh	MEKK2wt PB1 HTS	MEKK2mut PB1 HTS
CCn1c(SCC(=O)O)nnc1-c1cccnc1	1	15	-7	-10	-0.9	1.0	-13	93	-10
CN1C(=O)N(C)C(NC(=O)Nc2ccccc2)C1NC(=O)Nc1ccccc1 (stereo unspecified)	4	-7	-18	2	-0.5	0.6	15	100	1
O=C(c1ccc([N+](=O)[O-])cc1)n1nc(-c2ccccc2)nc1NCc1ccc(F)cc1	-1	-4	3	-1	1.2	0.0	33	97	6
O=C(O)/C=C/C(=O)NCC1CCC(CNC(=O)/C=C/C(=O)O)CC1 (stereo unspecified)	-4	-4	-6	4	-0.6	1.6	x	98	1
COc1ccccc1CNC(=O)CNC(=O)[C@@H]1Cc2ccccc2CN1	0	0	-3	3	-0.1	0.3	11	100	1
O=C(NCC1CCCO1)C1CCN(C2CCN(CCCC3CCCC3)CC2)CC1 (stereo unspecified)	-3	-2	7	-2	0.2	0.6	-3	104	0
CCN(CC)CC(=O)Nc1cccc2c1C(=O)c1ccccc1C2=O	-5	-11	-8	7	-1.9	-1.3	-2	95	-6
CC1Cc2ccccc2N1C(=S)NC(=O)C1(C)CC1(Cl)Cl (stereo unspecified)	-1	-7	1	-13	-0.9	1.1	-5	98	-3
COC(=O)c1cc(Cc2ccc(N)c(C(=O)OC)c2)ccc1N	-4	-4	-3	6	0.4	0.9	-3	97	-1
COc1ccc(C)cc1S(=O)(=O)N1CCN(C(=O)c2ncoc2-c2ccccc2F)CC1	-8	-5	-6	4	3.7	2.3	0	102	0
CCn1c2ccccc2c2nnc(NN)nc21	-10	-7	-5	31*	-0.6	1.6	0	101	-1
CC1=C(c2ccc(C(C)C)cc2)S(=O)(=O)N=C1N1CCN(C(=O)c2ccco2)CC1	0	-8	-11	4	1.5	1.4	-3	106	3
N/C(=N\N=C\c1ccc(Br)o1)c1nonc1N	-3	5	-5	-8	-1.9	-1.4	30	93	-34
COc1ccccc1CN(C)C(=O)c1cc(C)nc2ccccc12	-8	-6	-9	1	4.3	3.2	1	101	-4
COc1ccc(CNC(=O)[C@H](Cc2ccccc2)NC(=O)C2CCN(C(=O)[C@H](C)N)CC2)cc1	-5	-3	2	-2	1.6	0.7	18	104	1
CC(=O)c1c(N2CCN(Cc3ccccc3)CC2)nc(=S)n(Cc2ccccc2)c1C	6	0	-6	1	0.1	0.2	24	102	0
O=C(NCCC1=CCCCC1)C1CCC(CNS(=O)(=O)c2ccccc2)CC1 (stereo unspecified)	-1	1	-10	3	16	2.9	39	84	-4
CCc1ccc(NC(=O)C2CCCCC2C(=O)O)cc1 (stereo unspecified)	3	-11	8	4	0.3	0.2	34	86	-2
Cc1ccc2oc(=O)n(Cc3ccccc3OC(C)C)c2c1	-4	1	-15	0	3.2	-0.7	-4	94	-1
Cc1cc(C(=O)N2CCN(c3ncccn3)CC2)cs1	-4	-3	0	-2	-0.7	0.3	14	102	2
COc1ccccc1C(=O)N(Cc1ccc(Cl)cc1)C1CCS(=O)(=O)C1 (stereo unspecified)	-5	-4	0	-1	-1.2	-0.1	13	101	6
CCC(CC)C(=O)N=C1SC2CS(=O)(=O)CC2N1CCc1ccc(OC)c(OC)c1 (stereo unspecified)	-3	-8	-3	-5	-1.5	-0.9	x	102	14
CCN1CCN(c2nc(N)c([N+](=O)[O-])c(Nc3cccc(C)c3)n2)CC1	-2	-4	-15	-3	0.2	0.7	9	114	2
Cc1ccc(Cl)cc1NC(=O)COC(=O)c1ccc(CN2CCCC2=O)cc1	-5	x	-2	x	3.3	2.0	x	x	x
C/C(=N\NC(=O)c1c(Cl)cnn1C)c1ccc(NC(=O)c2ccc(Br)o2)cc1	-1	-15	x	-5	x	x	7	94	-5
CC(C)c1ccc(N(CC(=O)NC2CCCC2)C(=O)CCC(=O)Nc2ccccn2)cc1	-2	-9	7	6	0.3	-1.1	4	101	5
COc1ccc(/C(O)=C2/C(=O)C(=O)N(CCCN(C)C)C2c2ccc(C)o2)cc1Cl (stereo unspecified)	x	11	x	-3	x	x	5	114	10
O=C(c1ccc(Br)o1)N1CCN(CCOc2ccccc2)CC1	-8	-3	2	3	1.6	0.9	5	97	-5
CN(C)c1cccc(C(=O)NCc2ccc3c(c2)OCO3)c1	-8	36*	-4	-1	2.7	2.1	18	102	-1
O=[N+]([O-])c1ccc(Oc2c(F)c(F)nc(N3CCCC3)c2F)cc1	-1	8	-10	-2	-1.8	0.2	3	x	x
Cc1cccc(COCC(CC(C)C)N2CCN(C(=O)c3ccc(C(C)(C)C)cc3)CCC2=O)c1 (stereo unspecified)	-10	3	-10	3	-1.2	-0.5	21	89	-6
O=[N+]([O-])c1cc(C2Nc3cccc4cccc(c34)N2)ccc1Cl	-5	-8	-3	-3	0.2	0.2	21	107	10
O=C(Nc1cccc(C(F)(F)F)c1)C1CCN(S(=O)(=O)c2cccnc2)CC1	-7	6	-8	1	4.7	4.2	7	100	-3
C=CCNC(=S)Nc1sc2c(c1C(N)=O)CCCC2	-6	-11	-4	15	-0.6	0.9	x	99	4
C=CCNS(=O)(=O)c1ccc(OC)c(C)c1	-2	1	-2	4	-1.1	-0.9	18	110	6
CCN(CC(=O)NCc1cccs1)C(=O)c1cccc(S(=O)(=O)NCc2ccccc2)c1	0	x	-1	x	-1.1	-0.9	x	x	x
CC(C(=O)OCC(=O)Nc1ncc(Cl)cc1Cl)N1C(=O)c2ccccc2C1=O (stereo unspecified)	-1	-2	-9	2	2.2	2.8	16	100	1
C=C1CCN([C@@H](Cc2ccccc2)C(=O)NCCC(C)C)S(=O)(=O)c2ccccc21	-6	x	-1	x	-1.7	-1.5	x	99	3
O=C(N/N=C\c1cccc(Cl)c1)c1ccc(Cn2cc(Br)c([N+](=O)[O-])n2)o1	2	0	-20	3	4.9	10	19	104	-1
O=C(c1ccc(CS(=O)Cc2ccc(Cl)cc2)o1)N1CCN(c2ccc(F)cc2)CC1 (stereo unspecified)	1	9	-11	3	3.4	7.2	15	103	2
COC(=O)C(Cc1ccccc1)NC(=O)CNC(=O)c1ccc(Br)cc1 (stereo unspecified)	-11	-5	-4	1	0.8	0.9	23	104	0
COCCN(C(=O)Cn1nnc2ccccc21)C(C(=O)NC1CCCC1)c1cccc(OC)c1OC (stereo unspecified)	-2	-7	-7	-8	-0.3	0.4	-1	105	7
CCn1c2ccccc2c2nnc(SCC(=O)N3CC(C)OC(C)C3)nc21 (stereo unspecified)	2	-4	-4	1	-1.2	-1.1	24	103	5
Cc1ccc(-n2nc(-c3ccco3)cc2C(=O)O)c(C)c1	-4	-6	x	-1	x	x	-7	95	-7
O=C(/C=C/c1ccc(N2CCCCC2)c([N+](=O)[O-])c1)c1ccc(O)cc1	-3	-9	-15	3	-0.5	0.5	-4	93	-6
Cc1cccc(Oc2ccc(NC(=O)C3CC=CCC3C(=O)O)cc2)c1 (stereo unspecified)	-5	-14	-6	-4	0.3	-0.1	5	104	-3
Cc1cc(C)c(C(=O)C(C)OC(=O)c2ccc(Cl)nc2)cc1C (stereo unspecified)	-3	-9	-8	4	-1.7	0.9	-18	106	6
Cc1ccc(Cl)cc1NC(=O)c1ccccc1OCC(=O)N1CCOCC1	-4	3	-7	-12	2.2	2.8	3	97	-3
Cc1ccc(-c2c(C(=O)N/N=C/c3cccs3)nnn2-c2nonc2N)cc1	x	-12	-10	0	18	17	4	100	1
CCSc1nc(=S)n(-c2ccccc2)c(C)c1C(C)=O	3	-4	-17	0	-0.9	-0.6	5	101	7
Cc1cc(C)cc(C(=O)Nc2ccc3[nH]c(=O)[nH]c3c2)c1	4	-24	-16	2	0.0	0.4	6	99	-1
O=C(c1ccncc1)N(Cc1ccccc1)Cc1nc2ccccc2c(=O)[nH]1	5	5	-5	2	-1.0	0.5	10	103	3
O=C(NCC1CCCO1)c1cc2c([nH]c3ccccc32)c(-c2ccc(F)cc2)n1 (stereo unspecified)	-3	-7	-8	-7	-1.2	1.0	7	99	1

Some values from above.
`CCn1c2ccccc2c2nnc(SCC(=O)N3CC(C)OC(C)C3)nc21` (stereo unspecified) – NALP1 inh: 24
`COc1ccccc1CNC(=O)CNC(=O)[C@@H]1Cc2ccccc2CN1` – MEKK2wt PB1 HTS: 100

Gathered by group: those above with a furan ring, fused or not
SMILES	GalR3 antag	GPR7 antag	OXTR potentiator	PfM18AAP inh	OXTR agonist	V1R ag counter	NALP1 inh	MEKK2wt PB1 HTS	MEKK2mut PB1 HTS
CC1=C(c2ccc(C(C)C)cc2)S(=O)(=O)N=C1N1CCN(C(=O)c2ccco2)CC1	0	-8	-11	4	1.5	1.4	-3	106	3
N/C(=N\N=C\c1ccc(Br)o1)c1nonc1N	-3	5	-5	-8	-1.9	-1.4	30	93	-34
C/C(=N\NC(=O)c1c(Cl)cnn1C)c1ccc(NC(=O)c2ccc(Br)o2)cc1	-1	-15	x	-5	x	x	7	94	-5
COc1ccc(/C(O)=C2/C(=O)C(=O)N(CCCN(C)C)C2c2ccc(C)o2)cc1Cl (stereo unspecified)	x	11	x	-3	x	x	5	114	10
O=C(c1ccc(Br)o1)N1CCN(CCOc2ccccc2)CC1	-8	-3	2	3	1.6	0.9	5	97	-5
O=C(N/N=C\c1cccc(Cl)c1)c1ccc(Cn2cc(Br)c([N+](=O)[O-])n2)o1	2	0	-20	3	4.9	10	19	104	-1
O=C(c1ccc(CS(=O)Cc2ccc(Cl)cc2)o1)N1CCN(c2ccc(F)cc2)CC1 (stereo unspecified)	1	9	-11	3	3.4	7.2	15	103	2
Cc1ccc(-n2nc(-c3ccco3)cc2C(=O)O)c(C)c1	-4	-6	x	-1	x	x	-7	95	-7
